# FLuc counter = counter-screen for miR-21 project: firefly luciferase inhibitors or activators | 360,000 tested, 6.9% active | Potency, µM (doses to about 57.5 µM), for the others: top-dose activity change, negative = inhibition, most hits filed as inhibitors | purified FLuc, Km substrates, luminescence inhibition | P08659; active = well fitted inhibition curve with a large enough effect; inconclusive = small, poorly fitted or top-dose-only effect;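 note: plate controls were vehicle for no effect and reference inhibitor for full effect; nearly all actives have a fitted effect of over 55% in size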
# Target sequence (P08659 whole entry, looked up): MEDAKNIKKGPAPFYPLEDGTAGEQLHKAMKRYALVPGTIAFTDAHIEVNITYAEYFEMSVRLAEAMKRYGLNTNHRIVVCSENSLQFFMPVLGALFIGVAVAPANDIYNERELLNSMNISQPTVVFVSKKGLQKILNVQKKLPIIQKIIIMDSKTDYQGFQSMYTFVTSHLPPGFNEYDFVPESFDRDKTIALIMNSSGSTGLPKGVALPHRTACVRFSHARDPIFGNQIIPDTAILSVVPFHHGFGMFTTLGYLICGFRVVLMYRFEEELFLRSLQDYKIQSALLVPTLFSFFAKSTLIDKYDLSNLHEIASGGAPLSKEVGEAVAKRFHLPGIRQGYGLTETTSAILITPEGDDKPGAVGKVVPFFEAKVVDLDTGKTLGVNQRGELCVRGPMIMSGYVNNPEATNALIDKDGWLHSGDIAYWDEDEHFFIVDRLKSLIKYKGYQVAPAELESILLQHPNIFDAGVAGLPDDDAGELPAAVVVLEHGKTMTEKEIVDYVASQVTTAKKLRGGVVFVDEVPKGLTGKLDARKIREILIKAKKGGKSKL
#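 Purified P. pyralis luciferase (10nM final) with 10uM D-luciferin and 10uM ATP (Km levels) in 50mM Tris acetate pH 7.5, 10mM Mg acetate, 0.01% Tween-20, 0.05% BSA; qHTS 6-point titration, ~60 µM downward; luminescence read.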
# * = called active by the depositor; ? = inconclusive. Potency is the fitted concentration of half-maximal effect. This is a subset, so the mix of outcomes need not match the whole.
SMILES,FLuc counter
CCN(CC)S(=O)(=O)c1ccc2c(c1)c(=O)c(C(=O)N1CCN(c3cccc(Cl)c3)CC1)cn2C,-4%
CC(C)c1ccc(NC(=O)c2cc(S(=O)(=O)NC3CCCCC3)ccc2F)cc1,-3%
CCc1ccc(NC(=O)CC2C(=O)N(c3cccc(C)c3)C(=O)N2CCC(C)C)cc1 (configuration not stated),-5%
COc1ccc(-c2noc(CSc3nnc(-c4ccncc4)n3-c3ccc(C)cc3)n2)cc1,-14%
CC(NC(=O)CCCn1c(=O)c2cccn2c2cccnc21)c1ccccc1 (configuration not stated),-2%
CC(C(=O)NCc1ccccc1F)n1ccc2cc(S(=O)(=O)N3CCCC3)ccc21 (configuration not stated),-1%
CCOc1ccc(Sc2cc(C(=O)NC(C)c3ccccc3)c3ccccc3n2)cc1 (configuration not stated),3%
CCCCOC(=O)c1ccc(Nc2nc3ccc(C(=O)c4ccccc4)cc3n3cnnc23)cc1,0%
CCCN1C(=O)c2[nH]nc(-c3ccc(F)cc3)c2C1c1ccccn1 (configuration not stated),6%
Cn1c(=O)cc(SCC(=O)N2CCN(c3ccccc3F)CC2)c2ccccc21,-4%
CC(=O)Nc1cccc(NC(=O)C(=O)NCCc2sc(-c3ccccc3)nc2C)c1,-5%
COc1ccc(C(=O)Nc2nc3c(s2)Cc2c(Br)ccc(OC)c2-3)cc1OC,-6%
COc1ccc(-n2ccnc(NCCc3ccc(S(N)(=O)=O)cc3)c2=O)cc1,-6%
Cc1cccc(NC(=O)c2oc3ccccc3c2NC(=O)c2cc(=O)c3cc(Cl)ccc3o2)c1,-2%
COc1ccc(-n2c(SCC(=O)Nc3cccc(C)c3C)nc3c([nH]c4ccccc43)c2=O)cc1,-3%
CCCCNC(=O)CC1Nc2cc(C)c(C)cc2NC1=O (configuration not stated),1%
COc1ccc(OC)c(CNC(=O)CN2C(=O)CCn3nc(-c4cn(C)c5ccccc45)cc32)c1,0%
O=S(=O)(NCCc1csc2nc(-c3ccc(Cl)cc3)nn12)c1ccc2c(c1)OCCO2,1%
O=S(=O)(Nc1cccc(-c2ccc(N3CCOCC3)nn2)c1)c1cc(C(F)(F)F)ccc1Cl,5.4µM*
O=C(NCc1ccccc1)c1cc2sccc2n1Cc1ccc(F)cc1,5%
COc1cc(C(=O)NCC(c2ccc3c(c2)OCO3)N2CCOCC2)cc(OC)c1OC (configuration not stated),2%
CCCCOc1ccc(C(=O)N(Cc2ccc(C(C)C)cc2)C2CCS(=O)(=O)C2)cc1 (configuration not stated),-6%
COc1ccc(NC(=O)CN2C(=O)C(C)(C)c3ccccc32)cc1Cl,4%
CCc1ccc(NC(=O)CC2C(=O)N(c3ccc(C)cc3)C(=O)N2C2CCCC2)cc1 (configuration not stated),-7%
Cc1ccc(C(=O)n2nc(C)c(S(=O)(=O)N3CCOCC3)c2C)cc1,-2%
Cc1cc(C)cc(NC(=O)CN2C(=O)COc3ccc(S(=O)(=O)Nc4ccccc4)cc32)c1,-4%
O=S(=O)(c1ccccc1)n1nc(-c2ccco2)nc1NCc1ccccc1,1%
Cc1cccc(NC(=O)CSc2ncc(-c3ccccc3)[nH]2)c1C,13µM*
CSc1ncc(C(=O)Nc2ccccc2C(=O)c2ccccc2)c(C(F)(F)F)n1,-6%
Cc1ccc(-c2nnc3ccccc3c2C(=O)Nc2ccc(F)cc2)cc1,?
CCOC(=O)c1ccc(NC(=O)NCCOCCn2c(=O)oc3ccccc32)cc1,-4%
Cc1ccc(Cl)cc1N(C)C(=O)c1cnc(N2CCOCC2)c2ccccc12,-1%
CC(=O)N1CCCc2cc(S(=O)(=O)N(C)CC(=O)Nc3cccc(Cl)c3C)ccc21,-8%
COc1ccc(-c2nc(CCNC(=O)c3cc(OC)c(OC)c(OC)c3)cs2)cc1,?
CCn1cc(C(=O)NCCN(CC(C)C)CC(C)C)c(=O)c2cc(S(=O)(=O)N(C)C3CCCCC3)ccc21,-3%
Cc1cc(-c2ccc(S(=O)(=O)Nc3ccc(Br)c(C)c3)s2)on1,?
CCOC(=O)c1c(NC(=O)c2cc(-c3cccc(OC)c3)on2)sc2c1CCCC2,-4%
CS(=O)(=O)N(CC(=O)NCCSCc1ccccc1)c1cc(C(F)(F)F)ccc1Cl,6%
Cc1nc(SCC(=O)Nc2ccccc2C)cc(-c2ccccc2)n1,-6%
Fc1ccc(Nc2c(-c3ccccn3)nc3ccc(Cl)cn23)cc1,-3%
Cc1c(C(=O)OCCOc2ccccc2)[nH]c2c1C(=O)CC(c1ccccc1)C2 (configuration not stated),4%
O=C(COc1ccccc1)Nc1ccc(C(=O)OCc2cc(=O)n3nc(C4CC4)sc3n2)cc1,0%
COc1ccccc1CNc1ccc(-c2nc(-c3ccco3)no2)cc1[N+](=O)[O-],-19%
Cc1ccc(Cl)cc1NC(=O)N1CCC2(CC1)Oc1ccccc1C(=O)N2Cc1ccccc1F,-14%
CCc1ccccc1NC(=O)c1cn(C)c(=O)c2ccccc12,1%

# A different layout for 5 compounds above.
Structure | FLuc counter
COc1ccccc1CNc1ccc(-c2nc(-c3ccco3)no2)cc1[N+](=O)[O-] | -19%
Cc1nc(SCC(=O)Nc2ccccc2C)cc(-c2ccccc2)n1 | -6%
O=C(COc1ccccc1)Nc1ccc(C(=O)OCc2cc(=O)n3nc(C4CC4)sc3n2)cc1 | 0%
Cc1cc(-c2ccc(S(=O)(=O)Nc3ccc(Br)c(C)c3)s2)on1 | ?
CCOC(=O)c1ccc(NC(=O)NCCOCCn2c(=O)oc3ccccc32)cc1 | -4%

# Further records follow:
SMILES,FLuc counter
O=C(Cn1ncc2c3ccccc3n(Cc3ccc(Cl)cc3)c2c1=O)NCCC1=CCCCC1,1%
CCOc1ccc(CC(=O)Nc2c(C(=O)c3ccc(C)cc3)oc3ccccc23)cc1OCC,-1%
Cc1cc(CN2CCN(c3cccc(C)c3C)CC2)cs1,5%
COc1ccc(OC)c(NC2=C(c3ccccc3)C(=O)c3ccccc32)c1,-20%
O=C(Cn1c(SCc2ccccc2F)nc2ccncc21)Nc1ccccc1C(F)(F)F,?
CN1CCc2nc3sc(C(=O)Nc4ccccc4C(F)(F)F)c(N)c3cc2C1,-10%
CCCSc1nc(-c2ccc(OC)cc2)cc(-c2ccccc2OC)c1C#N,?
CCCC(=O)N(c1ccc2oc3c(c2c1)CCCC3)S(=O)(=O)c1ccc(CC)cc1,-8%
CCOc1ccc(NCc2nc3ccccc3n2CCOc2ccc(C)cc2)cc1,?
O=C(CSc1oc(-c2ccc(F)cc2)nc1S(=O)(=O)c1ccccc1)NC1CCCCC1,1%
COc1ccc(/C=C(\C#N)c2nc(-c3cc4c(ccc5ccccc54)oc3=O)cs2)cc1O,-17%
CCCCNC(=O)CN1CCN(c2ccc(NC(=O)c3ccc(OC)cc3)cc2C(=O)O)CC1,-2%
Cc1ccc(Cl)cc1N1CCN(c2ncnc3c2nc2n3CCCC2)CC1,4%
CCOC(=O)CN(Cc1ccccc1)C(C(=O)NC1CCCCC1)c1ccc(OC)cc1 (configuration not stated),-2%
COc1ccc(C2C(C(=O)Nc3ccc(C)cc3C)=C(C)Nc3nc(SC)nn32)cc1OC (configuration not stated),3%
COc1cccc(NC(=O)NCc2ccc3c(c2)CCN3C(=O)c2ccccc2)c1,-15%
CCOc1ccc(Sc2cc(C(=O)NCCc3ccccc3)c3ccccc3n2)cc1,-7%
Cc1cc(C)cc(NC(=O)CN(C)S(=O)(=O)c2ccc3[nH]c4c(c3c2)CCCC4)c1,-3%
CCc1ccccc1NC(=O)c1ccc2nc(CCc3ccccc3)oc2c1,-23%
COc1ccc(NC(=O)Cn2c(=O)cc(C)c3c(C)nn(C)c32)cc1,-12%
CCOc1ccccc1NC(=O)c1cc2ccc3cccnc3c2[nH]1,?
Cc1ccc(CNC(=O)CSCc2nc(-c3ccc(Cl)cc3)oc2C)cc1,-19%
CCCCOc1ccc(Cn2c(=O)oc3ccc(C)cc32)cc1,-4%
Cc1ccc(Nc2c(-c3cccnc3)nc3ccc(C)cn23)cc1,-14%
O=C(Nc1ccc(Cl)c(Cl)c1)c1cc(S(=O)(=O)N2CCN(c3cccc(Cl)c3)CC2)ccc1F,-9%
O=C(Cn1cc2c(n1)CCCC2)Nc1cc(C(F)(F)F)ccc1Cl,-5%
Cc1ccc(-c2noc(-c3nnn(-c4ccc(Br)cc4F)c3C)n2)cc1,?
CCOc1ccccc1NC(=O)c1nn(C)c2c1CSc1ccccc1-2,-11%
O=C(NCC(c1cccnc1)N1CCc2ccccc21)c1cccc(C(F)(F)F)c1 (configuration not stated),?
COc1ccc(N2CCN(C(=O)CCc3c(C)nc4cc(-c5cccc(F)c5)nn4c3C)CC2)cc1,-13%

# Entries listed so far containing a furan ring, fused or not (five):
SMILES,FLuc counter
Cc1cccc(NC(=O)c2oc3ccccc3c2NC(=O)c2cc(=O)c3cc(Cl)ccc3o2)c1,-2%
O=S(=O)(c1ccccc1)n1nc(-c2ccco2)nc1NCc1ccccc1,1%
COc1ccccc1CNc1ccc(-c2nc(-c3ccco3)no2)cc1[N+](=O)[O-],-19%
CCOc1ccc(CC(=O)Nc2c(C(=O)c3ccc(C)cc3)oc3ccccc23)cc1OCC,-1%
CCCC(=O)N(c1ccc2oc3c(c2c1)CCCC3)S(=O)(=O)c1ccc(CC)cc1,-8%

# Further structures:
SMILES,FLuc counter
COc1ccc(S(=O)(=O)Nc2cccc(-c3ccc(N4CCCC4)nn3)c2)cc1OC,17µM*
CCc1nnc(NC(=O)c2nc(SC)ncc2Cl)s1,2%
Cc1cc(C)cc(NC(=O)CSc2nc3ncccc3[nH]2)c1,-20%
CCCSC1=NC2(CCN(C(=O)NC3CCCCC3)CC2)N=C1c1ccccc1,-13%
Cc1cc(C)cc(C(=O)Nc2cc(C(F)(F)F)ccc2N2CCN(c3ccccc3)CC2)c1,-2%
COc1cccc(CNC(=O)CCc2c(C)c3ccc(O)c(C)c3oc2=O)c1,3%
COc1ccc(NC(=O)Cn2cc(C(=O)c3ccccc3)c(=O)c3cc(OC)ccc32)c(OC)c1,-1%
COc1cccc(CNS(=O)(=O)c2c(C(=O)N3CCC(C)CC3)c(C)n(C)c2C)c1,1%
CCOc1ccc(S(=O)(=O)NCCc2sc3nc(-c4ccc(C)cc4)nn3c2C)cc1,-12%
Cc1ccc2c(c1)N(C(=O)N1CCC(C(=O)NCc3ccco3)CC1)CC(C)O2 (configuration not stated),-3%
Cn1cc(S(=O)(=O)N2CCCCCC2)cc1C(=O)NCc1ccc(F)cc1,-6%
CCOc1ccc(C(=O)N2CCCCC2CCN2CCOCC2)cc1 (configuration not stated),-5%
Cc1c(C(=O)Nc2ccc(-c3nc4cc(Cl)ccc4o3)cc2)oc2ccccc12,-1%
Cc1c(Cl)cccc1NC(=O)CCCn1nc(C)c2sc3ccccc3c2c1=O,5%
O=C(NCCS(=O)(=O)N1CCN(c2ccc(F)cc2)CC1)C(c1ccccc1)c1ccccc1,-11%
N#Cc1c[nH]n2c(NC3CCCC3)c(-c3cccc(Br)c3)nc12,-14%
Cc1ccc(NC(=O)CCCn2c(=O)c3cccn3c3ccccc32)c(C)c1,-18%
CCOc1ccccc1C(=O)NCC(c1cccs1)S(=O)(=O)c1ccc(F)c(C)c1 (configuration not stated),-13%
Cc1ccc(C)c(S(=O)(=O)c2nnn3c2nc(N2CCCC2)c2sccc23)c1,6%
Cc1cccc2c1-c1sc(C(=O)Nc3ccccc3C(N)=O)cc1CO2,?
CCOc1ccccc1C(=O)N(Cc1cc(OC)c(OC)c(OC)c1)c1ccccn1,-3%
O=C(CN1C(=O)C2(SCC(=O)N2c2ccc(F)c(F)c2)c2ccccc21)Nc1ccccc1F (configuration not stated),3%
CCCc1cnc2c(c1SCC(=O)Nc1ccccc1OCC)c(=O)n(C)c(=O)n2C,-5%
CCOc1ccc(NC(=O)c2oc3ccccc3c2NC(=O)Cc2ccc(F)cc2)cc1,3%
CN(C)C(=O)c1ccc(S(=O)(=O)NCc2ccc(Cl)cc2)s1,-12%
CC(C)c1ccc(NS(=O)(=O)c2ccc3[nH]cc(C(=O)NC4CCCC4)c(=O)c3c2)cc1,?
CCc1ccc(NC(=O)C2CCCN(S(=O)(=O)c3c(C)noc3/C=C/N(C)C)C2)cc1 (configuration not stated),2%
COc1ccccc1CNC(=O)c1ccc(-c2nc(CS(=O)c3ccc(C)cc3)c(C)o2)cc1 (configuration not stated),-17%
COc1ccccc1CNC(=O)CCc1c(C)c2cc3c(C)c(C)oc3cc2oc1=O,-17%
Cc1ccc(S(=O)(=O)Nc2cccc(-c3ccc(N4CCCC4)nn3)c2)c(C)c1,?
COc1ccc(C2C=C(c3ccc(Cl)cc3)Nc3nc(NC(=O)CCC(=O)O)nn32)cc1 (configuration not stated),4%
COc1ccc(-c2nc(CSCC(=O)NCCc3ccccc3)c(C)o2)cc1,?
CCc1cccc(CC)c1NC(=O)c1ccc2c(c1)CCN2S(=O)(=O)c1ccccc1,2%
CC(NC(=O)CN1C(=O)COc2ccc(S(=O)(=O)N3CCCCCC3)cc21)c1ccccc1 (configuration not stated),-1%
O=C(c1cn(CCOc2ccccc2F)c2ccccc12)C1CCCCC1,0%
O=C(NC1CC(=O)N(c2ccc(F)cc2)C1)c1ccc(S(=O)(=O)N2CCCC2)cc1 (configuration not stated),-1%
CCOc1ccc(CNC(=O)c2cc3c(=O)n(Cc4cccs4)ccc3nc2C)cc1,0%

# A different layout for part of the listing above:
SMILES | FLuc counter
O=C(NC1CC(=O)N(c2ccc(F)cc2)C1)c1ccc(S(=O)(=O)N2CCCC2)cc1 (configuration not stated) | -1%
COc1ccc(-c2nc(CSCC(=O)NCCc3ccccc3)c(C)o2)cc1 | ?
